phage Ecoli inh – E. coli growth loss with phage present; growth absorbance; inhibition, % at 11.9 µM; actives 0.26% (n = 360,000); AID 651602; in the data active = inhibition above about 11%
PKA-R1A act – activates the PKA-R1A holoenzyme complex | P00514+P68181 | PKA-R1A dissociation, Cy5-IP20 fluorescence polarization; scaled: DMSO 0%, 113 µM cGMP 100% | activation, % at 11.4 µM | actives 0.083% (n = 340,000) | AID 504707;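 active = percent activation above the mean of all tested compounds plus 3 SD, cut at about 19% in these data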;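 note: higher means more PKAc released from R1A so a rise in polarization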
Ecoli viability – bacterial growth inhibition, counter-screen for AddAB inhibitors; E. coli V3065 growth, OD600 absorbance, 18 h; inhibition, % at 11.9 µM; actives 0.27% (n = 330,000);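 active = inhibition above the campaign's mean inhibition across all tested compounds plus 3 SD, cut at about 9.9% in these data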;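 note: uninfected addAB+ strain grown without phage in ampicillin broth; 0% = DMSO wells and 100% = ciprofloxacin 0.95 µg/ml wells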
SUMO Mot1 rescue – blocks SUMOylation pathway, rescuing yeast Mot1-301 growth. actives 1% (n = 320,000). S. cerevisiae Mot1-301 growth rescue, ATP luminescence, 38.5C; percent above DMSO median, 100 means doubled. growth rescue, % at 18.8 µM;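 active = every valid replicate shows activation above 250% relative to neutral control wells; inactive = the rest, any valid replicate at or below 250%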;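 note: OY570 slx delta 5 strain wells were the positive control but not used for scaling; some compounds called inactive have numbers as strong as hits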
HTR5A inv ag – HTR5A inverse agonism, opioid heterodimer counter-screen; actives 0.083% (n = 340,000); inhibition, % at 9.3 µM; HTR5A cell line, luminescence; P47898; in the data active = inhibition mostly above about 23%, no sharp cut-off; inactive = mostly below about 18%;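 note: 0% = cells with DMSO and 100% = no-cell wells with DMSO; some compounds called inactive have numbers as strong as hits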
Target sequence (P47898 whole entry, looked up): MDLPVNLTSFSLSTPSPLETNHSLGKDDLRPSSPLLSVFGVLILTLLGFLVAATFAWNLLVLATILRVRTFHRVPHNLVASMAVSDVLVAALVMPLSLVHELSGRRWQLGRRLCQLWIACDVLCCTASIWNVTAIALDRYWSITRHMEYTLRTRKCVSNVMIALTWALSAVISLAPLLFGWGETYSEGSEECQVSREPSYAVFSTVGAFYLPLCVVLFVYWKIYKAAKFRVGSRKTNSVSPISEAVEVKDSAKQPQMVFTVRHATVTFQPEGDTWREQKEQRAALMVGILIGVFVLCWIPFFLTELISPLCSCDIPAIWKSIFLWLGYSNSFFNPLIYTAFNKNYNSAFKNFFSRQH
OPRM1-OPRD1 ag – agonists of human mu-delta opioid receptor heterodimerization. P35372+P41143. cells, OPRM1-OPRD1 heterodimerization, luminescence. activation, % at 9.3 µM. actives 0.3% (n = 340,000); in the data active = activation above about 18%;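 note: 0% = vehicle-treated cells and 100% = reference agonist; values of inactives mirror those of a sister screen read the other way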
Tat transport – E. coli Tat transport inhibition | E. coli MC4100 TorA-mCherry Tat export, fluorescence | inhibition, % at 10 µM | actives 0.036% (n = 340,000) | AID 488895;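 active = mean replicate inhibition at least 50% and at least half of replicates individually reaching 50%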;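 note: exported cargo escapes ClpAP degradation while cytoplasmic cargo is degraded and loses fluorescence; 0% = median of neutral control wells and 100% = median of NaSCN control wells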
OPRM1-OPRD1 inv – mu-delta opioid heterodimer inverse agonism; inhibition, % at 9.3 µM; cell-based MOR-DOR heterodimer luminescence; actives 0.21% (n = 340,000); AID 504357; P35372+P41143; in the data active = inhibition above about 22%, passing the limit was not always enough;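 note: 0% = cells with DMSO and 100% = wells without cells with DMSO; values of inactives mirror those of a sister screen read the other way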
AddAB inh – less growth of phage-infected E. coli with AddAB | E. coli expressing H. pylori AddAB, absorbance growth | inhibition, % at 11.9 µM | actives 0.29% (n = 330,000); in the data active = inhibition above about 12%;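 note: 0% = vehicle wells of infected cells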
PfHsp90 set2 – growth inhibition of yeast expressing Plasmodium Hsp90. S. cerevisiae expressing PfHsp90, BacTiter-Glo ATP, 48 h; yeast lacking PDR1 and PDR3 efflux regulators. actives 0.32% (n = 310,000). inhibition, % at 9.4 µM;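 active = every replicate shows inhibition above about 80%, whatever the replicate mean, limit read from the data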;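 note: 0% = DMSO neutral controls and 100% = 20 µM radicicol positive controls; yeast relying on Plasmodium falciparum Hsp90 in place of its own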
PKA-R2B act – PKA-R2B complex activation; P22694+P31323; PKA-R2B holoenzyme dissociation, Cy5-IP20 fluorescence polarization; R2B truncated from residue 108, S112A mutant; 0% DMSO only, 100% 113 µM cGMP; activation, % at 11.4 µM; actives 0.079% (n = 340,000);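 active = activation above a cutoff set at the mean over all compounds plus 3 SD, cut at about 18% in these data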;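 note: higher means more holoenzyme dissociation and a rise in polarization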
Target sequence (P31323 whole entry, looked up, other chains not shown, the tested form may be a part): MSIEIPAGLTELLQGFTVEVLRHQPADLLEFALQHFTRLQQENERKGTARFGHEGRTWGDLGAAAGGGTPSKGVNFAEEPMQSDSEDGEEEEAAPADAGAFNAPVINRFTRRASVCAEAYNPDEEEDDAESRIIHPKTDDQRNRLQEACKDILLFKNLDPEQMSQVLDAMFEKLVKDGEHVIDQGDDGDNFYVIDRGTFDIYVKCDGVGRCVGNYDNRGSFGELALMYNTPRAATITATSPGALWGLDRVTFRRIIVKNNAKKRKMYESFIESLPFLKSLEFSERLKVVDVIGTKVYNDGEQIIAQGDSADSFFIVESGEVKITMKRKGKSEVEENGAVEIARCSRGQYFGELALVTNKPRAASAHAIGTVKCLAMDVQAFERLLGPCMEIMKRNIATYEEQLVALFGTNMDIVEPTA
The depositor's hits bear a star.

Results for COC(=O)CC(NC(=O)c1ccc(C)cc1)c1ccc2c(c1)OCO2 (stereo not given) ?
phage Ecoli inh: 3.4; PKA-R1A act: -2; Ecoli viability: 0.6; SUMO Mot1 rescue: -13; HTR5A inv ag: 13; OPRM1-OPRD1 ag: -1.7; Tat transport: 6; OPRM1-OPRD1 inv: 10; AddAB inh: -1.9; PfHsp90 set2: 21; PKA-R2B act: 4

What do the screens show for `CC(C)CC(=O)Nc1ccc(Cc2ccncc2)cc1`?
phage Ecoli inh: 3.1; PKA-R1A act: 7; Ecoli viability: -3.1; SUMO Mot1 rescue: -8; HTR5A inv ag: 2; OPRM1-OPRD1 ag: -0.7; Tat transport: -3; OPRM1-OPRD1 inv: 4; AddAB inh: 4.1; PfHsp90 set2: 1; PKA-R2B act: 4

What do the screens show for `CCOC(=O)CC1C(C(=O)OCC)ON2OC(C(=O)OC)C(C(=O)OCC)C12` (stereo not given)?
phage Ecoli inh: 0.9; PKA-R1A act: -8; Ecoli viability: 21*; SUMO Mot1 rescue: -10; HTR5A inv ag: -9; OPRM1-OPRD1 ag: 1.6; Tat transport: -4; OPRM1-OPRD1 inv: -8; AddAB inh: 46*; PfHsp90 set2: -14; PKA-R2B act: -6

Results for COC(=O)[C@H](Cc1ccccc1)NC(=O)N(C)Cc1ccccc1 ?
phage Ecoli inh: 2.4; PKA-R1A act: 5; Ecoli viability: 4.5; SUMO Mot1 rescue: -19; HTR5A inv ag: -8; OPRM1-OPRD1 ag: -1.4; Tat transport: -3; OPRM1-OPRD1 inv: 7; AddAB inh: 7.8; PfHsp90 set2: 2; PKA-R2B act: 9

How did CCCCCC(=O)Nc1cc(S(=O)(=O)N2CCOCC2)ccc1N1CCCC1 do in these assays?
phage Ecoli inh: -2.0; PKA-R1A act: 11; Ecoli viability: 0.2; SUMO Mot1 rescue: 4; HTR5A inv ag: 0; OPRM1-OPRD1 ag: -2.6; Tat transport: -6; OPRM1-OPRD1 inv: 14; AddAB inh: 2.1; PfHsp90 set2: 3; PKA-R2B act: 0

How did Cc1nn(C)c(C(=O)Sc2ccccc2)c1[N+](=O)[O-] do in these assays?
phage Ecoli inh: 2.9; PKA-R1A act: -7; Ecoli viability: 0.2; SUMO Mot1 rescue: 117; HTR5A inv ag: -18; OPRM1-OPRD1 ag: -2.5; Tat transport: -5; OPRM1-OPRD1 inv: 13; AddAB inh: 1.4; PfHsp90 set2: 7; PKA-R2B act: 4

Results for N#Cc1ccc(CN2CCN(C(=O)c3cc(C4CC4)nn3-c3ccccc3)CC2)cc1 ?
phage Ecoli inh: 0.0; PKA-R1A act: 1; Ecoli viability: 2.2; SUMO Mot1 rescue: -6; HTR5A inv ag: 24; OPRM1-OPRD1 ag: -1.0; Tat transport: 1; OPRM1-OPRD1 inv: 4; AddAB inh: -0.2; PfHsp90 set2: -2; PKA-R2B act: -7

How did O=C(Nc1ccc(S(=O)(=O)N2CCCC2)cc1)C1CC(=O)N(c2ccccc2)C1 (stereo not given) do in these assays?
phage Ecoli inh: 3.1; PKA-R1A act: 4; Ecoli viability: -0.6; SUMO Mot1 rescue: 208; HTR5A inv ag: -23; OPRM1-OPRD1 ag: -2.0; Tat transport: -1; OPRM1-OPRD1 inv: 10; AddAB inh: 5.2; PfHsp90 set2: 1; PKA-R2B act: 4

What do the screens show for `COc1cc(NC(=O)CN2CCN(c3ccccc3O)CC2)c(C)cc1[N+](=O)[O-]`?
phage Ecoli inh: 1.6; PKA-R1A act: -1; Ecoli viability: 0.2; SUMO Mot1 rescue: -19; HTR5A inv ag: -21; OPRM1-OPRD1 ag: 0.4; Tat transport: 7; OPRM1-OPRD1 inv: -2; AddAB inh: 1.0; PfHsp90 set2: 3; PKA-R2B act: -6

What do the screens show for `Cc1c(/C=N/NC(=O)c2sc3ccccc3c2Cl)cnn1C`?
phage Ecoli inh: 1.6; PKA-R1A act: 11; Ecoli viability: 0.8; SUMO Mot1 rescue: 131; HTR5A inv ag: -30; OPRM1-OPRD1 ag: 0.6; Tat transport: -3; OPRM1-OPRD1 inv: -4; AddAB inh: 1.7; PfHsp90 set2: -13; PKA-R2B act: -2

How did COC(=O)C(C)(N)Cc1ccc(O)cc1 (stereo not given) do in these assays?
phage Ecoli inh: 0.4; PKA-R1A act: 5; Ecoli viability: 0.0; SUMO Mot1 rescue: -2; HTR5A inv ag: -15; OPRM1-OPRD1 ag: -2.4; Tat transport: -15; OPRM1-OPRD1 inv: 13; AddAB inh: 0.4; PfHsp90 set2: -13; PKA-R2B act: 1

Results for CCOC(=O)c1[nH]nc(-c2cc(CC)c(O)cc2O)c1-c1cscn1 ?
phage Ecoli inh: 2.6; PKA-R1A act: -12; Ecoli viability: 1.4; SUMO Mot1 rescue: 1; HTR5A inv ag: 5; OPRM1-OPRD1 ag: -1.9; Tat transport: 3; OPRM1-OPRD1 inv: 10; AddAB inh: -0.1; PfHsp90 set2: -3; PKA-R2B act: -13

Results for COc1ccc(OCCNC(=O)Nc2cc(F)c(F)cc2Cl)cc1 ?
phage Ecoli inh: 0.9; PKA-R1A act: -8; Ecoli viability: 2.4; SUMO Mot1 rescue: -14; HTR5A inv ag: 2; OPRM1-OPRD1 ag: 1.7; Tat transport: -4; OPRM1-OPRD1 inv: -8; AddAB inh: 1.3; PKA-R2B act: -3

How did Fc1ccc(NC(=S)NCc2cccs2)cc1 do in these assays?
phage Ecoli inh: 2.3; PKA-R1A act: -18; Ecoli viability: 0.2; SUMO Mot1 rescue: 2; HTR5A inv ag: -6; OPRM1-OPRD1 ag: -1.4; Tat transport: 3; OPRM1-OPRD1 inv: 8; AddAB inh: 0.7; PfHsp90 set2: 8; PKA-R2B act: -3

What do the screens show for `COc1ccc2[nH]c(=O)c(-c3nnn(-c4ccccc4)n3)cc2c1`?
phage Ecoli inh: 3.3; PKA-R1A act: 2; Ecoli viability: -1.0; SUMO Mot1 rescue: -14; HTR5A inv ag: 19; OPRM1-OPRD1 ag: -0.8; Tat transport: -7; OPRM1-OPRD1 inv: 4; AddAB inh: 0.8; PfHsp90 set2: -13; PKA-R2B act: 5

Results for Cc1ccc(CNC(=O)c2ccc(N3CCC4(CC3)CC(c3cccc(Br)c3)=NO4)c(NC(=O)c3ccco3)c2)cc1 ?
phage Ecoli inh: 0.6; PKA-R1A act: 4; Ecoli viability: 0.3; SUMO Mot1 rescue: -2; HTR5A inv ag: -5; OPRM1-OPRD1 ag: -3.3; Tat transport: 6; OPRM1-OPRD1 inv: 19; AddAB inh: 2.4; PfHsp90 set2: -3; PKA-R2B act: -1

What do the screens show for `COc1ccc(/C=N/NC(=O)c2cccc(NC(=O)c3ccc(F)cc3)c2)c(C(=O)O)c1OC`?
phage Ecoli inh: 5.0; PKA-R1A act: -2; Ecoli viability: 0.3; SUMO Mot1 rescue: -12; HTR5A inv ag: -16; OPRM1-OPRD1 ag: -4.1; Tat transport: -1; OPRM1-OPRD1 inv: 20; AddAB inh: 4.5; PfHsp90 set2: -9; PKA-R2B act: 7

Results for Cn1cccc1C(NC(=O)c1ccccc1)C(Cl)(Cl)Cl (stereo not given) ?
phage Ecoli inh: 0.6; PKA-R1A act: -4; Ecoli viability: -1.2; SUMO Mot1 rescue: 3; HTR5A inv ag: 13; OPRM1-OPRD1 ag: -0.8; Tat transport: 4; OPRM1-OPRD1 inv: 4; AddAB inh: 2.2; PfHsp90 set2: 9; PKA-R2B act: -6

How did CCCN(CCC)CCNC(=O)C1c2ccccc2C(=O)N(CCOC)C1c1ccc(F)cc1 (stereo not given) do in these assays?
phage Ecoli inh: 3.5; PKA-R1A act: -6; Ecoli viability: -0.7; SUMO Mot1 rescue: -1; HTR5A inv ag: -16; OPRM1-OPRD1 ag: 2.1; Tat transport: 1; OPRM1-OPRD1 inv: -12; AddAB inh: -0.1; PKA-R2B act: 0

How did COc1ccc(OCC(O)Cn2c(=N)n(CCN3CCOCC3)c3ccccc32)cc1 (stereo not given) do in these assays?
phage Ecoli inh: 2.4; PKA-R1A act: -14; Ecoli viability: -0.6; SUMO Mot1 rescue: -6; Tat transport: 1; AddAB inh: -1.9; PfHsp90 set2: -10; PKA-R2B act: -12

Results for O=C(COc1ccc(S(=O)(=O)N2CCCC2)cc1)N1CCN(c2ccccc2F)CC1 ?
phage Ecoli inh: 4.2; PKA-R1A act: 0; Ecoli viability: -1.3; SUMO Mot1 rescue: -10; HTR5A inv ag: -8; OPRM1-OPRD1 ag: -0.1; Tat transport: 3; OPRM1-OPRD1 inv: 1; AddAB inh: 1.2; PfHsp90 set2: 3; PKA-R2B act: 4

What do the screens show for `COc1ccc(CN2C(=O)c3cccnc3C2O)cc1` (stereo not given)?
phage Ecoli inh: 1.2; PKA-R1A act: -1; Ecoli viability: 2.4; SUMO Mot1 rescue: 8; HTR5A inv ag: 6; OPRM1-OPRD1 ag: -0.4; Tat transport: -10; OPRM1-OPRD1 inv: 3; AddAB inh: 3.9; PfHsp90 set2: -34; PKA-R2B act: 4

How did C#CCOCCOCCOCCNc1nc(N2CCN(C(=O)[C@H](Cc3cc4ccccc4[nH]3)n3cc([C@@H](N)Cc4ccc(O)cc4)nn3)CC2)nc(N2CCN(C(=O)[C@H](Cc3cc4ccccc4[nH]3)n3cc([C@@H](N)CC(C)C)nn3)CC2)n1 do in these assays?
PKA-R1A act: 8; HTR5A inv ag: 1; OPRM1-OPRD1 ag: -0.5; Tat transport: 1; OPRM1-OPRD1 inv: 3; PfHsp90 set2: 4; PKA-R2B act: 2

How did CCOc1ccc(N(CC(=O)NCc2cccc(OC)c2)S(=O)(=O)c2c(C)noc2C)cc1 do in these assays?
phage Ecoli inh: -0.2; PKA-R1A act: 1; Ecoli viability: 0.0; SUMO Mot1 rescue: -6; HTR5A inv ag: 1; OPRM1-OPRD1 ag: -2.8; Tat transport: 20; OPRM1-OPRD1 inv: 15; AddAB inh: 2.5; PKA-R2B act: -15

Results for CCOc1ccc2[nH]cc(S(=O)(=O)c3ccc(Cl)cc3)c(=O)c2c1 ?
phage Ecoli inh: 5.0; PKA-R1A act: 3; Ecoli viability: -0.2; SUMO Mot1 rescue: 1; HTR5A inv ag: -12; OPRM1-OPRD1 ag: 1.4; Tat transport: 1; OPRM1-OPRD1 inv: -8; AddAB inh: 2.6; PfHsp90 set2: -3; PKA-R2B act: -4

What do the screens show for `COC(=O)c1sccc1NC(=O)C1C2C=CC(O2)C1C(=O)O` (stereo not given)?
phage Ecoli inh: 1.0; PKA-R1A act: -10; Ecoli viability: -2.1; SUMO Mot1 rescue: -6; HTR5A inv ag: 2; OPRM1-OPRD1 ag: -2.3; Tat transport: -4; OPRM1-OPRD1 inv: 14; AddAB inh: -2.7; PfHsp90 set2: -13; PKA-R2B act: 1

What do the screens show for `C#CCNc1nc(C)nc2c1nnn2Cc1ccccc1F`?
phage Ecoli inh: 3.4; PKA-R1A act: 1; Ecoli viability: -0.9; HTR5A inv ag: -8; OPRM1-OPRD1 ag: -2.4; Tat transport: -2; OPRM1-OPRD1 inv: 13; AddAB inh: 2.1; PfHsp90 set2: 6; PKA-R2B act: 3

Screens (PubChem)
